# Compound activity from PubChem BioAssay.
# KB-3-1 cytotox – qHTS assay for MDR1-selective chemotherapeutics: Primary screen using the parental adenocarcinoma cell KB-3-1; KB-3-1 viability, CellTiter-Glo ATP luminescence, 72 h; Potency, µM (top dose mostly 46.1 µM), without a hit: top-dose activity change, negative = cytotoxic, most hits filed as cytotoxic; AID 1347075, 2019; 400,000 tested, 1.4% active; note: potency is the fitted concentration of half-maximal effect; % is set by controls: 0 for no effect and ±100 for the full control effect; nearly all actives have a fitted effect of over 60% in size
#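 72 h, 37 °C compound treatment of KB-3-1 parental cells; CellTiter-Glo added, 10 min, luminescence read. Data corrected against DMSO-only plates and normalized before curve fitting.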
# WRN helicase inh – qHTS for Inhibitors of WRN Helicase; Potency, µM (top dose mostly 114 µM), for inactives: top-dose activity change, negative = inhibition, hits mostly inhibitors; WRN helicase unwinding, fluorescent forked duplex, kinetic; 360,000 tested, 0.46% active; note: potency is the fitted concentration of half-maximal effect; % is set by controls: 0 for no effect and ±100 for the full control effect; nearly all actives have a fitted effect of over 55% in size
# Target sequence (Q14191 whole entry, looked up): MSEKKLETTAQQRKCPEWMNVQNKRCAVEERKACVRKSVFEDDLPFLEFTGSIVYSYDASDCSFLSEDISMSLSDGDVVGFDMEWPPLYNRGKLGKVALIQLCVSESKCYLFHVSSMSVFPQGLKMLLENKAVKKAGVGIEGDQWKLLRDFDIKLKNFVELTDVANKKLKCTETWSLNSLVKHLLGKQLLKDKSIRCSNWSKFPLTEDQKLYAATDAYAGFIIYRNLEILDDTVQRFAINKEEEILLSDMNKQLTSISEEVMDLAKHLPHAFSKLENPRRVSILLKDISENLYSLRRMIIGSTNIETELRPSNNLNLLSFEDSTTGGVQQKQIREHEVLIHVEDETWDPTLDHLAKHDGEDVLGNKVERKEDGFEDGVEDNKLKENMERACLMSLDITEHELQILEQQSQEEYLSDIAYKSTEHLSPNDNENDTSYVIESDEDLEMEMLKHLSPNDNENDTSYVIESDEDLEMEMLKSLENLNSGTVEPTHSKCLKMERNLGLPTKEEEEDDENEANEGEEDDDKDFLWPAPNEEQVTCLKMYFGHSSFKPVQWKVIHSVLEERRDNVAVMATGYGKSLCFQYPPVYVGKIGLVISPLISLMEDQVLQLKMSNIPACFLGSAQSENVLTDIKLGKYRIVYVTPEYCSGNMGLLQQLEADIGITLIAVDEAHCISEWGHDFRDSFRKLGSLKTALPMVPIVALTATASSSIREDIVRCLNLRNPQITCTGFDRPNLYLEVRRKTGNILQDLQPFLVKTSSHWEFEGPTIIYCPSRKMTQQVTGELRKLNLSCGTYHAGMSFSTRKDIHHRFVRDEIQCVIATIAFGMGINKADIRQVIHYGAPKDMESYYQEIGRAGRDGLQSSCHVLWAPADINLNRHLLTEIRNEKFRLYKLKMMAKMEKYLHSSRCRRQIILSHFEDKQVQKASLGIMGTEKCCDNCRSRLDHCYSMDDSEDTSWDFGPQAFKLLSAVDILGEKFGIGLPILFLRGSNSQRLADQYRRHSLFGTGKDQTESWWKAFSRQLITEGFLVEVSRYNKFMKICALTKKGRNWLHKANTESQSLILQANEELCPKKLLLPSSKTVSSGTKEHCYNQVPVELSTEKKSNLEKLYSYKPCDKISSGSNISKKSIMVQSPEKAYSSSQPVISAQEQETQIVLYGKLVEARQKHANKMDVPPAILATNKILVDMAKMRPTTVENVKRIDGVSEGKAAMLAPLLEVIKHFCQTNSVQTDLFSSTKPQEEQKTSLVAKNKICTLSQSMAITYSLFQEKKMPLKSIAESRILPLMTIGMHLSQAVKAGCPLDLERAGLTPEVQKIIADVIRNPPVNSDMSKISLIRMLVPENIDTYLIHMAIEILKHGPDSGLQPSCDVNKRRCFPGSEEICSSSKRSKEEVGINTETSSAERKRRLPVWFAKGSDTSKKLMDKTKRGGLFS
#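 WRN at 20 nM final was preincubated with compound for 15 min at room temperature; reaction started with 100 nM forked duplex oligonucleotide carrying fluorophore and quencher plus 2 mM ATP (final). Unwinding followed kinetically by red fluorescence (ex 525/em 598 nm).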
# IL-1B inflam inh – qHTS for Inhibitors of Inflammasome Signaling: IL-1-beta AlphaLISA Primary Screen; THP-1 LPS/ATP IL-1B secretion, AlphaLISA, 16 h; active compounds read low; activity change, % at 57.5 µM; AID 743279, 2014; 360,000 tested, 4.7% active; in the data active = activity change below about -50%; inconclusive = mostly about -30% to -49%; note: % is set by controls: 0 for no effect and ±100 for the full control effect
#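 Secreted IL-1B measured by AlphaLISA bead assay after 16 h compound exposure of THP-1 cells; compounds (final up to 57.5 uM) added 1 h before LPS (250 ng/mL) and ATP (1.25 mM) stimulation; lower signal means less secretion.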
# SW480 rereplic – A quantitative high throughput screen for small molecules that induce DNA re-replication in SW480 colon adenocarcinoma cells; Potency, µM (doses to about 46.1 µM), inactives show at the highest dose re-replication activation, hits mostly activators; 340,000 tested, 1.8% active; SW480 DNA re-replication, Hoechst DNA content imaging, 48 h; AID 624297, 2012; note: potency is the fitted concentration of half-maximal effect; % of control where 0% means no effect; nearly all actives have a fitted effect of over 55% in size
#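 Image-based read-out: total Hoechst fluorescence of nuclei (405 nm excitation, 500-530 nm emission), with hits raising the fraction of high-intensity nuclei. SW480 colon cells incubated 48 hr with compounds at 37 C.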
# HT1080 IDH1KD tx – qHTS for induction of synthetic lethality in tumor cells producing 2HG: qHTS for the HT-1080-IDH1KD cell line; 360,000 tested, 2% active; Potency, µM (top dose mostly 46.1 µM), inactives show top-dose activity, negative = toxicity, usual class: cytotoxic; HT-1080 IDH1 knockdown viability, ATP luminescence, 48 h;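 note: potency is the fitted concentration of half-maximal effect; 0% = DMSO wells and -100% = cell-free medium wells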
#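 After a 2 h attachment period, IDH1KD HT-1080 cells took pin-transferred compound for 48 h at 37 °C; ATP-based luminescence after 10 min room-temperature reagent incubation reported viability.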
# ATXN2 expr inh – Primary qHTS for Inhibitors of ATXN expression; HEK-293 ATXN2-luciferase reporter, luminescence, 24 h; AID 1745845, 2022; 360,000 tested, 0.72% active; Potency, µM (doses to about 57 µM), inactives show at the top dose activity change, negative = inhibition, usual class: inhibitors; note: potency is the fitted concentration of half-maximal effect; % is set by controls: 0 for no effect and ±100 for the full control effect; nearly all actives have a fitted effect of over 55% in size
#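 ATXN2-luciferase reporter cells (luciferase flanked by upstream and downstream ATXN2 gene portions) were treated 24 h at 37 °C with compounds at up to 57 uM. SteadyGlo luminescence gave expression; GF-AFC fluorescence gave viability.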
# KB-V1 MDR tox – qHTS assay for MDR1-selective chemotherapeutics: Primary screen using the drug-selected MDR subline cells KB-V1 | KB-V1 MDR cells viability, CellTiter-Glo, 72 h | AID 1347076, 2019 | 400,000 tested, 3.4% active | Potency, µM (titrated, usually from 46.1 µM), for inactives: top-dose activity change, negative = cytotoxicity, hits mostly cytotoxic; note: potency is the fitted concentration of half-maximal effect; % is set by controls: 0 for no effect and ±100 for the full control effect; nearly all actives have a fitted effect of over 60% in size
#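 KB-V1 cells (P-gp-expressing MDR subline of KB-3-1) in phenol-red-free DMEM with 10% FBS were exposed to library compounds over a concentration series for 72 h at 37 degrees C. Viability read by CellTiter-Glo luminescence; concentration-effect curves fitted after normalization.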
# MCF10A rerep – A quantitative high throughput screen for small molecules that induce DNA re-replication in MCF 10a normal breast cells. MCF 10A DNA re-replication, Hoechst nuclear intensity, 48 h. Potency, µM (titrated, usually from 46.1 µM), without a hit: top-dose activity, positive = re-replication, usual class: activators. 350,000 tested, 2.9% active. AID 624296, 2012; note: potency is the fitted concentration of half-maximal effect; % of control where 0% means no effect; nearly all actives have a fitted effect of over 50% in size
# HT1080NT lethal – qHTS for induction of synthetic lethality in tumor cells producing 2HG: qHTS for the HT-1080-NT fibrosarcoma cell line; 360,000 tested, 1.6% active; Potency, µM (series often up to 46.1 µM), for inactives: at the top dose activity, negative = less viability, hits mostly cytotoxic; HT-1080-NT fibrosarcoma viability, CellTiter-Glo ATP luminescence, 48 h;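 note: NT is the 2HG producing partner of a matched IDH1 knockdown line; potency is the fitted concentration of half-maximal effect; 0% = DMSO-treated cells and -100% = media-only wells without cells; nearly all actives have a fitted effect of over 55% in size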
#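 750 cells/well, RPMI + 5% FBS; 2 h settle, compound pin-transfer, 48 h at 37 degrees C. CellTiter-Glo 10 min RT, luminescence. Normalized to DMSO and media-only wells.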
# Numbers without * were called inactive; ? = inconclusive; / = no result given; [ ] = dose if it differs, or a comment. Unless noted, calls come from the whole dose curve; as a rule, active = well fitted curve in the direction sought with a large enough effect; inconclusive = small, poorly fitted or top-dose-only effect, or another doubt; inactive = no such curve, though single readings can be large; an effect the other way counts as inactive or inconclusive.
SMILES,KB-3-1 cytotox,WRN helicase inh,IL-1B inflam inh,SW480 rereplic,HT1080 IDH1KD tx,ATXN2 expr inh,KB-V1 MDR tox,MCF10A rerep,HT1080NT lethal
CC1CC(C)(C)NC2(CCCC2)N1 (stereo not drawn),-2.1%,-20.5%,-4.6,-4.3%,15.2%,4.1%,0.0%,0.7%,13.1%
Cc1cc(C)cc(N2C(=O)CC(c3ccccc3)CC2=O)c1,15.8%,-8.6%,17.6,-2.7%,0.6%,8.1%,2.6%,-5.3%,6.4%
Cc1ccc(S(=O)(=O)N2CC(=O)Nc3ccccc32)cc1,4.0%,-4.7%,-17.3,1.5%,-2.8%,-1.1%,5.2%,?,3.6%
NCCCC[C@H]1CNC(=O)C(=O)N1CCC12CC3CC(CC(C3)C1)C2,1.2%,0.0%,-6.5,-0.4%,2.7%,9.5%,0.0%,-7.6%,-15.1%
Cc1cc(C)cc(NC(=S)NCC2CCN(C(C)c3ccccc3)C2)c1 (stereo not drawn),-1.7%,5.7%,-24.3,0.0%,?,?,-0.7%,20.2%,?
CC(C)CC1OC(C)CC2=C1C(=O)OC(C)(C)O2 (stereo not drawn),19.8%,5.2%,71.8,/,4.2%,-14.1%,?,/,0.1%
Nc1ccc2nc(SCC(=O)N3CCN(c4ccccc4)CC3)sc2c1,-20.8%,5.4%,-1.9,-131.6%[inhibitor],-17.2%,?,?,-4.2%,-6.6%
COC(=O)Cc1ccc(OCC(=O)Nc2ccc(OC(F)(F)F)cc2)cc1,0.5%,-10.6%[57.1 µM],1.1,-1.2%,4.7%,-6.4%,-19.3%,7.9%,-3.2%
CCOc1[nH]n(-c2ccc(Cl)cc2)c(=O)c1C=Nc1ccc(O)cc1,18.4µM*,-3.3%,17.7,?,?,-8.8%,?,?,?
CCOC(=O)c1ccc(-c2ccc(/C=N/NC(=O)CN(c3ccccc3Br)S(C)(=O)=O)o2)cc1,16.9%,-7.0%,?,?,?,-6.6%,-25.6%,?,?
O=c1ccc(-c2n[nH]c(=S)n2-c2ccc(F)c(Cl)c2)n[nH]1,-10.7%,-0.9%,3.7,-8.0%,-3.0%,6.1%,0.9%,-4.3%,-19.5%
O=C(O)c1ccc(Cl)c(S(=O)(=O)Nc2ccc(OCc3ccccc3)cc2)c1,-4.8%,-2.2%,21.9,-38.5%[inhibitor],-11.4%,35.9%[activator],-1.6%,2.9%,3.6%
O=C(NC1CCCCC1)C1c2ccccc2OCC(=O)N1Cc1cccnc1 (stereo not drawn),-10.2%,-0.1%,6.4,/,11.9%,8.9%,0.0%,/,10.8%
COCCNC(=O)/C(C#N)=C/c1cccc(/C=C(\C#N)C(=O)NCCOC)c1,?,-3.3%,-98.8*,?,?,-25.0%,-18.3%,20.6µM*,?
O=C(COc1ccccc1F)Nc1ccc(S(=O)(=O)N2CCCC2)cc1,1.4%,-3.7%,-13.8,0.7%,-0.6%,-29.3%,-18.5%,-0.2%,10.0%
O=S(=O)(c1ccccc1)N1CCN=C1SCc1ccccc1,9.7%,-30.5%[57.1 µM],-4.2,-0.9%,0.6%,-11.3%[11.3 µM],?,1.5%,-3.3%
O=C(O)C(Oc1ccc2c(-c3ccccc3)cc(=O)oc2c1)c1ccccc1 (stereo not drawn),10.2%,-27.0%,1.8,-8.0%,8.3%,7.6%,1.1%,?,12.8%
O=C(CCc1ccccc1)NCc1cccnc1,9.6%,-0.7%,0.0,-5.8%,14.3%,-7.6%,10.7%,-12.6%,12.5%
COC(=O)c1c(C)[nH]c(C=O)c1-c1ccccc1,2.9%,-11.3%,19.5,-62.1%[inhibitor],-2.0%,54.3%[activator],10.7%,2.5%,-6.8%
O=C(O)CC1C(=O)NCCN1C/C=C/c1ccccc1 (stereo not drawn),1.7%,-3.4%,13.4,-1.3%,0.6%,15.0%,?,-5.8%,17.2%
CCC(=O)Nc1cccc(C(=O)/C=C/c2ccccc2)c1,?,-28.3%,-117.4*,?,?,?,-20.0%,8.2µM*,?
O=C1NC2(CCCCCC2)Oc2ccccc21,21.3%,0.7%,69.5,-6.6%,4.2%,8.1%,7.2%,-9.8%,4.6%
O=S(=O)(Nc1ccccc1O)c1ccc(-c2ccccc2)cc1,-12.1%,-13.4%,11.0,?,-22.3%,/,-26.6%,?,-21.9%
CC(C)(CN1CCN(c2ccccc2)CC1)NS(=O)(=O)c1ccccc1,?,-2.7%,23.9,-2.3%,-7.8%,-22.3%,?,?,-21.1%

# Three entries from above, bar-delimited:
molecule | KB-3-1 cytotox | WRN helicase inh | IL-1B inflam inh | SW480 rereplic | HT1080 IDH1KD tx | ATXN2 expr inh | KB-V1 MDR tox | MCF10A rerep | HT1080NT lethal
COCCNC(=O)/C(C#N)=C/c1cccc(/C=C(\C#N)C(=O)NCCOC)c1 | ? | -3.3% | -98.8* | ? | ? | -25.0% | -18.3% | 20.6µM* | ?
O=C(COc1ccccc1F)Nc1ccc(S(=O)(=O)N2CCCC2)cc1 | 1.4% | -3.7% | -13.8 | 0.7% | -0.6% | -29.3% | -18.5% | -0.2% | 10.0%
O=S(=O)(c1ccccc1)N1CCN=C1SCc1ccccc1 | 9.7% | -30.5%[57.1 µM] | -4.2 | -0.9% | 0.6% | -11.3%[11.3 µM] | ? | 1.5% | -3.3%

# Following part
SMILES,KB-3-1 cytotox,WRN helicase inh,IL-1B inflam inh,SW480 rereplic,HT1080 IDH1KD tx,ATXN2 expr inh,KB-V1 MDR tox,MCF10A rerep,HT1080NT lethal
CCC1=C(OC(=O)N(CC)CC)N2C(=O)OC(=NCC3CC3)[C@]2(Cc2ccccc2)[C@H]2C1=CC[C@H]1C(=O)N(C)C(=O)[C@H]12,-26.0%,-2.5%,0.0,28.5%,-8.9%,-15.4%,0.0%,-12.6%,-3.6%
O=C(Nc1nnc(CCc2ccccc2)s1)c1cccs1,-21.4%,0.1%,-0.4,1.2%,16.2%,19.3%,-11.0%,7.0%,7.7%
COc1cccc(C(=O)N2CCC(n3nccc3NC(=O)CCOc3ccccc3)CC2)c1,-0.9%,-4.5%,5.4,?,1.0%,/,0.0%,?,0.3%
COc1cccc(C(=O)Nc2ccc(C(=O)O)cc2)c1,-12.7%,-2.0%,1.8,-3.2%,-12.5%,-14.2%,3.0%,3.8%,-7.5%
CCOc1ccccc1NC(=O)CCNC(=O)C1CCN(S(=O)(=O)c2ccccc2)CC1,0.2%,10.1%,32.2,/,8.3%,/,-4.4%,/,-4.8%
Cc1ccc(OCC(=O)O/N=C(\N)Cc2ccc(Cl)cc2)cc1,?,-22.8%,-0.4,-3.4%,-9.8%,-6.9%,-13.4%,8.7%,8.7%
CN1C(=O)C(C(=O)NC(C)(C)C)C2c3ccccc3OC13CCCCC23 (stereo not drawn),7.5%,-0.6%,38.3,5.6%,-6.4%,-16.6%,2.1%,3.3%,-8.5%
O=C(COC(=O)c1ccc(Br)o1)NC12CC3CC(CC(C3)C1)C2,-8.3%,3.2%,22.9,-5.2%,-5.4%,3.2%,-8.4%,2.1%,3.3%
C#CCOCCOCCOCCNc1nc(N2CCN(C(=O)Cn3cc(CCCN=C(N)N)nn3)CC2)nc(N2CCN(C(=O)[C@H](CCCCN)n3cc(CCCC)nn3)CC2)n1,0.0%,2.8%,21.3,-2.6%,2.6%,10.4%,14.3%,-5.2%,11.0%
CC(=O)c1sc(NC(=O)c2ccc(C)c(C)c2)nc1C,-16.4%,-7.3%,?,-2.3%,12.2%,/,3.3%,3.8%,7.1%
O=C(CC1SC(=O)NC1=O)Nc1ccc(Cl)cc1 (stereo not drawn),3.4%,-9.7%,0.9,-3.8%,-10.3%,-25.2%,3.2%,-15.0%,-4.1%
COC(=O)Oc1ccc(/C=N/NC(=O)CN(c2ccccc2Br)S(C)(=O)=O)cc1OC,?,-6.3%,-6.8,-7.8%,1.3%,/,1.8%,-0.5%,0.0%
CCCc1noc(-c2ccc(-c3ccccc3)cc2)n1,-3.0%,-6.0%,-28.1,-7.7%,11.5%,72.3%[activator],?,2.9%,20.5%
O=C(O)Cc1ccc(NS(=O)(=O)c2c(Cl)cccc2Cl)cc1,2.3%,4.8%[57.1 µM],6.9,-5.9%[1.84 µM],26.1%,-13.3%[11.3 µM],?,-28.2%,19.5%
Cc1cccc(CN2CCCC(C(=O)c3ccc4c5c(cccc35)CC4)C2)n1 (stereo not drawn),-22.1%,2.5%,-27.6,?,?,-34.9%,?,?,?
COc1ccc2cc3[n+](cc2c1O)CCc1cc2c(cc1-3)OCO2,7.5%,50.1µM*,8.8,/,6.0%,-2.2%,0.0%,/,18.7%
CC(C)c1ccc(COC(=O)CN2C(=O)NC3(CCCCC3C)C2=O)cc1 (stereo not drawn),-3.1%,-9.4%,-7.2,-25.4%,-10.0%,-18.1%,?,?,-13.5%
Cc1cccn2c(=O)c3cc(C(=O)NCc4ccc(F)cc4)c(=N)n(CCCN4CCOCC4)c3nc12,-36.5%,4.7%,8.4,8.2µM*,-5.7%,-3.4%,-3.8%,?,-23.7%
O=C(c1ccc(S(=O)(=O)Nc2ccccc2)cc1)N1CCCCCCC1,-2.9%,2.9%,16.9,3.5%,-7.2%,-14.4%,-5.0%,7.8%,-5.6%
COc1ccc(/C=C/C(=O)N2CCN(c3ccccc3)CC2)cc1S(=O)(=O)N1CCOCC1,-26.2%,-0.5%,-17.0,-5.5%,-17.4%,-32.1%,7.31µM*,-5.7%,-19.6%
